APEX1 inh = qHTS Assay for Inhibitors of the Human Apurinic/apyrimidinic Endonuclease 1 (APE1). DNA repair nuclease/redox regulator APEX1 (Homo sapiens), P27695. recombinant APE1, TAMRA/BHQ-2 abasic DNA cleavage fluorescence. Potency, µM (top dose mostly 65.8 µM), for the others: at the highest dose activity change, negative = inhibition, most hits filed as inhibitors. actives 0.35% (n = 350,000). AID 2517, 2012;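 further: potency means the concentration at half of the fitted maximal effect; plate controls were vehicle for no effect and reference inhibitor for full effect; nearly all actives have a fitted effect of over 55% in size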
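Kinetic fluorescence read (525 ex/598 em nm, three reads 60 s apart) of AP-site incision; signal = third minus first read. Enzyme 0.75 nM, dual-labelled THF duplex 50 nM, compound preincubation 15 min RT.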
Anesthetic bind = qHTS Assay for Identification of Novel General Anesthetics. Ferritin light chain (Equus caballus), P02791. apoferritin/1-aminoanthracene competitive binding, fluorescence. Potency, µM (titrated, usually from 77.5 µM), for inactives: top-dose activity change, negative = displacement, actives largely listed as inhibitors. actives 0.074% (n = 350,000). AID 485281, 2010; further: potency means the concentration at half of the fitted maximal effect; on the % scale 0 is the no-effect control and ±100 the full control effect; nearly all actives have a fitted effect of over 20% in size
Target sequence (P02791 2-175 limits assumed): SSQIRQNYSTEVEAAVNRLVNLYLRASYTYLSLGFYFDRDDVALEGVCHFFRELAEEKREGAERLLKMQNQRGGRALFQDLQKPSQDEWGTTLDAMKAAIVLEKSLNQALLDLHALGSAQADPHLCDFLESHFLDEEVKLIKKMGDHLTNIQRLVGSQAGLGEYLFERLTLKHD
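Horse-spleen apoferritin (10 uM) was mixed with 50% saturated 1-aminoanthracene in PBS, exposed to compounds for 10 min at room temperature, and read for fluorescence (ex 380 nm, em 535 nm). Competitive displacement was fitted with a four-parameter Hill equation.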
ERG Ets-DNA blk = qHTS for Small Molecule Inhibitors of the ERG Ets/DNA interaction; Transcriptional regulator ERG (Homo sapiens), P11308; fluorescence polarization, His-ERG Ets domain / labelled DNA; Potency, µM (doses to about 76.9 µM), inactives show at the highest dose FP activity, negative = inhibition, usual class: inhibitors; actives 0.028% (n = 370,000); AID 624246, 2012; active means well fitted inhibition curve with a large enough effect in the polarisation, with a control signal flat; inconclusive means small, poorly fitted or top-dose-only effect, or effect the other way, or a change in a side signal; inactive means no such curve, though single readings can be large or run the other way; the % refers to the polarisation;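 further: polarization taken with two DNA probes labelled with fluorescein and Texas red; potency means the concentration at half of the fitted maximal effect; % of control where 0% means no effect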
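His-tagged ERG Ets domain (1 uM in the protein solution; 300mM KCl, 50mM Tris-HCl, 1mM EDTA, 1mM DTT, pH 7.5) received compound, then a probe mix of 5 nM fluorescein-DNA and 100nM Texas-615-DNA. Fluorescence polarization was read for both dyes.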
ALOX12 inh = Primary qHTS assay for inhibitors of human arachidonate 12S-lipoxygenase (ALOX12): Round 2; Polyunsaturated fatty acid lipoxygenase ALOX12 (Homo sapiens), P18054; purified 12hLO, xylenol orange hydroperoxide absorbance; Potency, µM (doses to about 108 µM), for inactives: at the highest dose activity change, negative = inhibition, usual class: inhibitors; actives 1.1% (n = 580,000); AID 1671190, 2021; further: potency means the concentration at half of the fitted maximal effect; on the % scale 0 is the no-effect control and ±100 the full control effect
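Purified human 12hLO at 150 nM in 25 mM Hepes, 0.01% Triton X-100, pH 7.0, preincubated 15 min at room temperature with compound. Reaction started with 40 uM arachidonic acid, 30 min at room temperature. Hydroperoxide measured by Fe-xylenol orange, 573/405 nm absorbance ratio.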
RGS4 inhibitor = Inhibitors of Regulator of G Protein Signaling (RGS) 4: qHTS. AID 504845, 2011. Regulator of G-protein signaling 4 (Homo sapiens), P49798. actives 0.039% (n = 390,000). Transcreener GDP fluorescence polarization, RGS4-accelerated GTP hydrolysis. Potency, µM (top dose mostly 114 µM), inactives show at the highest dose activity change, negative = inhibition, hits mostly inhibitors; further: potency means the concentration at half of the fitted maximal effect; on the % scale 0 is the no-effect control and ±100 the full control effect; nearly all actives have a fitted effect of over 75% in size; some results filed as inactive show a strong effect at the top dose
Target sequence (P49798 whole entry, looked up): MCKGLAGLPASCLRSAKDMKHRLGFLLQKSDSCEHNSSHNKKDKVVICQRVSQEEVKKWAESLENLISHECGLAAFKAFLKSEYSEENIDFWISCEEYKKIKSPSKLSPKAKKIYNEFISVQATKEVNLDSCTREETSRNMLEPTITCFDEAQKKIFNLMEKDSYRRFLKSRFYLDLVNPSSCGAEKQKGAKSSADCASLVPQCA
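MLSMR compounds (23 nl, pin-transferred) preincubated 10 min at room temperature with a 500nM (2x) first reagent, then RGS4 at 900nM (2x) plus Transcreener GDP mix added; fluorescence polarization (620/688 nm) read before and after 90 min at 30 °C.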
Pol beta inh = qHTS Assay for Inhibitors of DNA Polymerase Beta. P06746. actives 1.3% (n = 340,000). Potency, µM (doses to about 114 µM), without a hit: at the highest dose activity change, negative = inhibition, hits mostly inhibitors. Pol beta primer extension/strand displacement, fluorescence kinetic; further: potency means the concentration at half of the fitted maximal effect; on the % scale 0 is the no-effect control and ±100 the full control effect
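Preincubation: enzyme (10 nM) with compound, 15 min, RT. Reaction: substrate added to 50 nM final. Reads: 0 and 10 min. Analysis: normalized, Hill fit.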
Pol eta inh = qHTS for Inhibitors of Polymerase Eta | recombinant Pol eta, fluorescent DNA replication assay | Potency, µM (titrated, usually from 114 µM), without a hit: at the highest dose activity change, negative = inhibition, most hits filed as inhibitors | actives 1.2% (n = 390,000) | AID 588591, 2011; further: potency means the concentration at half of the fitted maximal effect; on the % scale 0 is the no-effect control and ±100 the full control effect
Target sequence (Q9Y253 whole entry, looked up): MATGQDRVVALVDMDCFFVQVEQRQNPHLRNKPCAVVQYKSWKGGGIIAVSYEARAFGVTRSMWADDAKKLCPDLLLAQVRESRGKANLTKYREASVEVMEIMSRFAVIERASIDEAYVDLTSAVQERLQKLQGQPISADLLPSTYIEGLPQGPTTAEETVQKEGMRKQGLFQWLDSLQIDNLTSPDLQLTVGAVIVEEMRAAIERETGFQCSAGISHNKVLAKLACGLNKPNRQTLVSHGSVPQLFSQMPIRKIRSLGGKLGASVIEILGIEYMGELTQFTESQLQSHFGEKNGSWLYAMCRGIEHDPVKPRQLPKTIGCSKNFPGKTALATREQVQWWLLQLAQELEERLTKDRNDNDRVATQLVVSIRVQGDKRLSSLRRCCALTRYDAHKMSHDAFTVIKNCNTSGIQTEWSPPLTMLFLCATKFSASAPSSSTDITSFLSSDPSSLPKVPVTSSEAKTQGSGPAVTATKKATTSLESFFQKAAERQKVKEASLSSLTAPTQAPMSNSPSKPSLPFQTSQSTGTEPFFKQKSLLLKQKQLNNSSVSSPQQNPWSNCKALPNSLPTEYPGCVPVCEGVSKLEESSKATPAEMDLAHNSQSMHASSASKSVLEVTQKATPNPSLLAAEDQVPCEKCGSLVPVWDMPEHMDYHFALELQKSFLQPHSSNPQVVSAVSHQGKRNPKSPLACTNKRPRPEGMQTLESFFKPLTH
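Pol eta at 10 nM preincubated with compounds 15 min at room temperature; reaction started with fluorescent substrate (50 nM final) and read kinetically at 0 and 10 min.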
Pol kappa inh = qHTS for Inhibitors of Polymerase Kappa | DNA polymerase kappa (Homo sapiens), Q9UBT6 | purified Pol kappa, fluorescent DNA synthesis assay, 10 min | Potency, µM (top dose mostly 107 µM), without a hit: at the top dose activity, negative = inhibition, hits mostly inhibitors | actives 0.53% (n = 400,000) | AID 588579, 2011; further: potency means the concentration at half of the fitted maximal effect; on the % scale 0 is the no-effect control and ±100 the full control effect
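Activity was followed as the change in fluorescence between reads at 0 and 10 min after starting the reaction with 50 nM substrate. Beforehand, 10 nM polymerase had been preincubated with compound for 15 min at room temperature.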
LDHA block = qHTS assay for inhibitors of human lactate dehydrogenase | actives 0.15% (n = 480,000) | purified LDHA, NADH/diaphorase-resazurin fluorescence; hits give low values | activity change, % (values are at about 110 or 230 µM) | L-lactate dehydrogenase A chain (Homo sapiens), P00338 | AID 1347041, 2019; in the data active means activity change below about -30%; inconclusive means mostly about -25% to -30%;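 further: plate controls were DMSO wells for no effect and wells without enzyme for full effect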
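Human LDH5 (2 nM) was incubated with 0.06 mM NADH and 0.2 mM pyruvate for 5 min at room temperature in Tris pH 7.4. Remaining NADH was coupled through diaphorase/resazurin, and resorufin fluorescence was read at 0 and 20 min.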
* marks the source's active call; other numbers are inactive results; i = inactive; ? = inconclusive; · = not tested or not shown; & = joins results of further samples; [ ] = another dose, or the depositor's remark. Unless noted, the call rests on the fitted dose curve; in most records, active means well fitted curve in the direction sought with a large enough effect; inconclusive means small, poorly fitted or top-dose-only effect, or another doubt; inactive means no such curve, though single readings can be large; an effect the other way counts as inactive or inconclusive. Only part of the results is shown, so the mix of outcomes need not match the whole.

SMILES | APEX1 inh | Anesthetic bind | ERG Ets-DNA blk | ALOX12 inh | RGS4 inhibitor | Pol beta inh | Pol eta inh | Pol kappa inh | LDHA block
O=C(/C=C/c1ccc(Cl)c(Cl)c1)N1CCOCC1 | 21% | -10% | 3% | 42% | -6% | 0% | -1% | -6% | -3
CC(=O)Nc1cc(NC(C)=O)cc(C(=O)OCC(=O)Nc2ccc(S(=O)(=O)NC3=NCCCCC3)cc2)c1 | -21% | -15% | 4% | 51%[activator] | 6% | -27% | -16% | -23% | -2
Fc1cc(Br)ccc1NC(=S)NCCc1ccccc1 | 0% | ? | · | ? | -22% | -10% | -13% | -12% | 0
COC(=O)c1c(-c2ccc(Cl)cc2)noc1N1CCN(c2ccc(C)cc2C)CC1 | · | -11% | 0% | -11% | -6% | 1% | -14% | -5%[60.1 µM] | -2
O=P(O)(O)c1ccccc1OCCOCCOCCOCCOc1ccccc1P(=O)(O)O | 9% | -1% | -1% | -2% | -4% | 5% | 0% | -12% | -9
COc1ccc(/C=N/NC(=O)c2c(-c3ccccc3)noc2C)cc1[N+](=O)[O-] | -2% | -12% | -5% | -6% | -46% | 0% | -21% | -1% | -2
O=C(O)c1c2c(nc3ccc(S(=O)(=O)N4CCC(C(=O)NC5CCCCCC5)CC4)cc13)CCCC2 | ? | -8% | -1% | ? | 18% | 40µM* | 20µM* | 79µM* | -2
COc1ccc(CCNC(=O)c2sc3nc4n(c(=O)c3c2C)CCCC4)cc1OC | · | 146%[activator] | 2% | 7% | -37% | 15% | -9% | -4% | -1
FC(F)(F)c1cc(Nc2ccccc2)nc(-c2ccccn2)n1 | 63% | -1% | 7% | · | 3% | -1% | -4% | -7% | -4
Cc1cccc(CC(=O)Nc2ccc(C(=O)N3CCOCC3)cc2)c1 | -15% | -17% | 8% | -13% | 15% | 14% | -21% | -7% | -3
O=C(Cc1cc(=O)[nH]c(=O)[nH]1)N1CCN(C(=O)c2ccco2)CC1 | -2% | 2% | 7% | 25%[57.4 µM] | 13% | 4% | -13% | -6% | -9
COc1ccc(C(C)(C)C)cc1S(=O)(=O)N1CCC(C(N)=O)CC1 | -1% | -9% | 7% | -26% | -3% | 0% | -17% | -13% | -9
OC(CNC1CCCCC1)COCCOc1ccc(Br)cc1 (centres undefined) | ? | -10% | -8% | -19% | 15% | 0% | -18% | 0% | -4
CNS(=O)(=O)c1cc(Cl)ccc1Sc1ccccc1C(=O)O | -2% | -2% | -1% | 0% | 27% | 5% | -5% | -5% | -6
COc1ccc(-c2csc(N3C(=O)CNC3=S)n2)cc1 | 1% | 6% | 5% | -12% | -17% | -23% | -21% | -4% | -6
CCN1CCN(c2ccc(NC(=O)c3cccc(N4CCCC4=O)c3)cc2)CC1 | 28% | -10% | -2% | -17% | 4% | 7% | -6% | 6% | -5
COc1ccc(NC(=S)N(CCCOC(C)C)C2CCN(C(C)=O)CC2)cc1Cl | 16% | -5% | -2% | 0% | -17% | ? | -9% | 9% | -1
Cc1ccc(S(=O)(=O)C(F)(F)F)cc1NC(=O)c1cccnc1 | 3% | -5% | 3% | 44%[activator] | -19%[56.9 µM] | 3% | -15% | -11% | -3
Cc1[nH]c2ccccc2c1C(=O)CSc1ccc(Cl)cc1 | -8% | -4% | 7% | -20%&-26% | ? | 1% | -18% | -8% | 8&-3
CCC(=O)N1CCc2cc(S(=O)(=O)NCCC(=O)Nc3ccc(OC)cc3)ccc21 | 26% | -6% | -1% | 4% | 12% | 4% | -14% | 2% | 0

Record cards (already shown).
COc1ccc(NC(=S)N(CCCOC(C)C)C2CCN(C(C)=O)CC2)cc1Cl is entered as APEX1 inh: 16%; Anesthetic bind: -5%; ERG Ets-DNA blk: -2%; ALOX12 inh: 0%; RGS4 inhibitor: -17%; Pol beta inh: ?; Pol eta inh: -9%; Pol kappa inh: 9%; LDHA block: -1
FC(F)(F)c1cc(Nc2ccccc2)nc(-c2ccccn2)n1 is entered as APEX1 inh: 63%; Anesthetic bind: -1%; ERG Ets-DNA blk: 7%; ALOX12 inh: ·; RGS4 inhibitor: 3%; Pol beta inh: -1%; Pol eta inh: -4%; Pol kappa inh: -7%; LDHA block: -4
Cc1cccc(CC(=O)Nc2ccc(C(=O)N3CCOCC3)cc2)c1 is entered as APEX1 inh: -15%; Anesthetic bind: -17%; ERG Ets-DNA blk: 8%; ALOX12 inh: -13%; RGS4 inhibitor: 15%; Pol beta inh: 14%; Pol eta inh: -21%; Pol kappa inh: -7%; LDHA block: -3

Looked up one by one from the entries so far, 2 records:
SMILES | APEX1 inh | Anesthetic bind | ERG Ets-DNA blk | ALOX12 inh | RGS4 inhibitor | Pol beta inh | Pol eta inh | Pol kappa inh | LDHA block
OC(CNC1CCCCC1)COCCOc1ccc(Br)cc1 (centres undefined) | ? | -10% | -8% | -19% | 15% | 0% | -18% | 0% | -4
O=P(O)(O)c1ccccc1OCCOCCOCCOCCOc1ccccc1P(=O)(O)O | 9% | -1% | -1% | -2% | -4% | 5% | 0% | -12% | -9

More compounds
SMILES | APEX1 inh | Anesthetic bind | ERG Ets-DNA blk | ALOX12 inh | RGS4 inhibitor | Pol beta inh | Pol eta inh | Pol kappa inh | LDHA block
Fc1ccc(Cn2c(SCc3ccc(F)c(F)c3)nnc2C(F)(F)F)cc1 | 5% | 9% | 1% | 3% | -11% | 1% | -2% | -12% | 5
CCOc1cc(S(=O)(=O)N2CCCCC2)ccc1Cl | 1% | ? | 7% | 4% | -12% | 5% | -12% | -13% | -6
Nc1cc(Cl)ccc1N1CCCC1 | 22% | -10% | 8% | -8% | 2% | 39% | -6% | -5% | -5
CN(Cc1cnn(C)c1)C(=O)C1CCC(=O)N(C2CCCCCC2)C1 (centres undefined) | 15% | -4% | -1% | i | -8% | 4% | -5% | -5% | 0
CN(C(=O)c1ccc(N2CCOCC2)c([N+](=O)[O-])c1)C1CCCCC1 | 32% | -11% | -7% | 1% | -30% | 12% | -16% | -4% | -1
CCOC(=O)c1sc(NC(=O)CSCc2c(C)noc2C)nc1C | -3% | · | -3% | ? | -7% | · | -7% | -15% | -9
COc1cc(OC)c(NC(=O)N2CCc3cc(OC)c(OC)cc3C2CC(=O)O)cc1Cl (centres undefined) | · | 7% | -1% | 2% | 0% | 4% | 16% | -6%[60.1 µM] | -2
O=C(N/N=C/c1ccco1)c1cc(-c2ccc(Br)s2)[nH]n1 | ? | 1% | -2% | 0% | 3% | 1% | -11% | -13% | -5
C/C(=N\NC(=O)c1cccc(S(=O)(=O)N2CCOCC2)c1)c1cc2ccccc2o1 | 20% | -2% | -2% | 4% | -14% | 4% | -14% | -8% | -8
Cc1[nH]nc(Nc2ccc(Br)cc2)c1[N+](=O)[O-] | -2% | 10% | -7% | 71% | -3% | 0% | 25% | 0% | -1
CCS(=O)(=O)n1nc(-c2ccco2)nc1SC | -4% | -11% | 6% | 0% | -54%[56.9 µM] | 9% | -11% | -3% | 5
O=C(NCC1CCCO1)C1c2ccccc2C(=O)N1C1CCCCCCC1 (centres undefined) | -2% | -10% | 5% | 0% | -8% | 11% | -9% | -5% | -5
O=C(NCc1ccccc1)Nc1cc(Cl)ccc1Cl | 3% | -4% | 0% | 0% | 26% | 1% | 12% | -4% | -14
COc1ccc(Oc2c(C)oc3c(CN(C)C)c(O)ccc3c2=O)cc1 | -1% | 46%[activator] | -1% | 20% | 7% | 16% | -18% | -6% | -1
CCn1c2ccccc2c2cc(NC(=O)C(=O)N3CCOCC3)ccc21 | 1% | 0% | 30% | -24% | ? | 2% | ? | -3% | 3
CCc1ccc2c(c1)C(NC(C)=O)C(=O)N2CC (centres undefined) | -6% | -3% | 10% | 0% | 0% | 10% | -9% | 6% | -1
CC(Oc1ccc(Cl)cc1)c1ccnn1S(C)(=O)=O (centres undefined) | ? | ? | -10% | -9% | 30% | -6% | ? | -3% | -2
CCC(Nc1ccc(OC)cc1)C(=O)N/N=C/c1ccc([N+](=O)[O-])cc1 (centres undefined) | 0% | -3% | 2% | 2% | -3% | 4% | -18% | -5% | 2
COc1ccc(C2CC(c3ccccc3)Oc3cc(OC)c(OC)c(OC)c32)cc1 (centres undefined) | ? | 59%&67%[activator] | · | · | 18%&14% | · | · | 0%&4% | ·
Cn1cc(Br)c(C(=O)Nc2sc3c(c2C#N)CCC3)n1 | -5% | -8% | 3% | 38%[activator] | -49% | 1% | -9% | -9% | -3
Cc1c2c(c(C)n1C)C(C(=O)NC1CCCCC1)N(Cc1ccccc1)C2=O (centres undefined) | -3% | -4% | -27% | -18% | ? | 0% | -13% | 8% | -2
Cc1nnc(SCC(=O)N2CC(=O)Nc3ccccc32)s1 | -6% | -7% | 9% | 2% | -12% | 11% | -8% | -9% | -2
